# Screens (PubChem)
# BH1578 lux ind: inducers of Vibrio cholerae quorum light production without autoinducers, primary screen, BH1578 luxS cqsA deficient, single point. V. cholerae BH1578 lux reporter, luminescence, 6 h. activation, % at 18.7 µM. AID 588436, 2011. actives 0.16% (n = 350,000); in the data active means activation mostly above about 9.7%, no sharp cut-off; inconclusive means no clear call, values can overlap the other calls; inactive means mostly below about 3.7%; further: not every result past the cut was called active; inactives centre near 0; reference of the scale not given here
# PriA SSB inh: inhibitors of Klebsiella pneumoniae PriA binding to SSB C-terminal tail, primary screen, biochemical, AlphaScreen; PriA–SSB C-terminal tail interaction (Klebsiella pneumoniae); AlphaScreen SSBct-PriA binding, biotinylated peptide; inhibition, % at 33 µM; actives 0.6% (n = 430,000); in the data active means inhibition mostly above about 37%, no sharp cut-off; inactive means mostly below about 20%;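 further: plate controls were negative control peptide for no effect and reference peptide for full effect; strong numbers were not always called active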
# MazF activator: activators of E. coli MazEF toxin-antitoxin RNase, primary screen, biochemical, fluorescence, uHTS; Endoribonuclease toxin MazF (Escherichia coli (strain K12)), P0AE70; FAM/BHQ RNA-DNA oligo cleavage fluorescence, 5 h; activation, % at 20 µM; actives 0.32% (n = 350,000); AID 504720, 2011; in the data active means activation above about 50%
# Target sequence (P0AE70 whole entry, looked up): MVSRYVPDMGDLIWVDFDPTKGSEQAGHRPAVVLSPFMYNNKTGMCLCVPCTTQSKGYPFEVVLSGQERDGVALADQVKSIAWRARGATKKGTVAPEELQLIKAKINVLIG
# Anthrax LF inh2: Bacillus anthracis LF protease inhibitors, primary screen, biochemical, multiplex microsphere, MLPCN library; Lethal factor (Bacillus anthracis), P15917; multiplex microsphere protease cleavage assay; inhibition, % at 10 µM; actives 0.12% (n = 360,000); AID 588501, 2011; in the data active means inhibition above about 30%; inconclusive means no clear call, values can overlap the other calls; further: plate controls were buffer without enzyme for full effect and enzyme alone for no effect
# Target sequence (P15917 whole entry, looked up): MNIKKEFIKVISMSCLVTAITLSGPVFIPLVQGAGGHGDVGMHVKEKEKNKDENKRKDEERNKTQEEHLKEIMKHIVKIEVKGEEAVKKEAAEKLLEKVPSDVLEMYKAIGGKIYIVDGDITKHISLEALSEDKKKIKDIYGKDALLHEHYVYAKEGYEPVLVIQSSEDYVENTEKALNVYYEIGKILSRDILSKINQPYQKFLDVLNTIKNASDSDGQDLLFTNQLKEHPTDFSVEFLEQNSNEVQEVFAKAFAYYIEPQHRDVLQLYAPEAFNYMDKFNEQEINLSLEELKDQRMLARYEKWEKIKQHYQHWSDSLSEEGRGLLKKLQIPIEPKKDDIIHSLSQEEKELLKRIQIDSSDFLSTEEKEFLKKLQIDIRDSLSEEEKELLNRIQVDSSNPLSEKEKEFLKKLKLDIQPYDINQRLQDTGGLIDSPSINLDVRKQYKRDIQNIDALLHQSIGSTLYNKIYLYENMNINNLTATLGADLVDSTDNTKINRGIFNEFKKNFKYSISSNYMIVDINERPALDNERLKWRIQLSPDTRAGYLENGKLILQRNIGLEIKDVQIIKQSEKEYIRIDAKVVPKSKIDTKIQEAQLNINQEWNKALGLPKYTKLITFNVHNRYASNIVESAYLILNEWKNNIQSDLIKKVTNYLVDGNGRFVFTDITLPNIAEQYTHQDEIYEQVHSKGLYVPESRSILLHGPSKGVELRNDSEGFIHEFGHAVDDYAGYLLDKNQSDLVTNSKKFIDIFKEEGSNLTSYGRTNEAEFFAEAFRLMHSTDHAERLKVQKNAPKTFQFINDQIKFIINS
# TcdB GH inh: TcdB glycohydrolase inhibitors, primary screen, biochemical, single point, plate reader | TcdB glycohydrolase enzymatic assay | inhibition, % at 9.99 µM | actives 0.24% (n = 350,000) | AID 652162, 2013; in the data active means inhibition above about 10%
# PfHsp40 rescue: rescue of yeast from PfHsp40 toxicity, primary screen, S. cerevisiae, ATP luminescence; AID 504582, 2011; S. cerevisiae expressing PfHsp40, growth rescue; growth rescue, % at 12.5 µM; actives 0.68% (n = 340,000); in the data active means growth rescue above about 28%, passing the limit was not always enough; inconclusive means no clear call, values can overlap the other calls;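 further: yeast W303a lacking pdr1 and pdr3 grown in galactose medium; growth measured after three days at 30 °C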
# DUSP3 inh: VHR1 phosphatase inhibitors, primary screen, biochemical, absorbance, uHTS; recombinant VHR phosphatase, pNPP absorbance; inhibition, % at 13.3 µM; actives 0.52% (n = 290,000); in the data active means inhibition above about 50%; further: some compounds called inactive have numbers as strong as hits
# Rv3671c protease: Rv3671c serine protease inhibitors, primary screen, biochemical, fluorescence polarization, M. tuberculosis H37Rv. P9WHR9. inhibition, % at 5.96 µM. actives 0.048% (n = 320,000); in the data active means inhibition above about 38%;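 further: extracellular domain of Rv3671c used as enzyme; 0% = enzyme with DMSO and 100% = no enzyme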
# Yp Topo-I inh: Yersinia pestis topoisomerase I inhibitors, primary screen, biochemical, cleavage product accumulation, plate reader, single point | DNA topoisomerase I (Yersinia pestis CO92) | Y. pestis Topo-I cleavage product accumulation | activity, % at 10 µM | actives 0.064% (n = 360,000); in the data active means activity above about 50%, passing the limit was not always enough; inconclusive means no clear call, values can overlap the other calls; further: inactives centre near 2
# 3CLpro inhibitor: SARS-CoV 3CLpro protease inhibitors, primary screen, biochemical, quenched FRET; Replicase polyprotein 1ab (Severe acute respiratory syndrome coronavirus), P0C6X7; recombinant SARS-CoV 3CLpro, quenched FRET peptide cleavage; inhibition, % at 6 µM; actives 0.14% (n = 290,000); in the data active means inhibition above about 12%
# The depositor's hits bear a star; i = inactive; ? = inconclusive; nt = not tested or not shown; + = active, no number; & = joins results of further samples. A portion of the library; rates above refer to the full screens.
SMILES,BH1578 lux ind,PriA SSB inh,MazF activator,Anthrax LF inh2,TcdB GH inh,PfHsp40 rescue,DUSP3 inh,Rv3671c protease,Yp Topo-I inh,3CLpro inhibitor
COc1cc(OC)cc(C(=O)NNC(=O)CCNC(=O)c2ccc(Br)cc2)c1,i,11,-2,1,-0.8,1.0,nt,3,13,nt
O=C(Nc1nncs1)c1cc(S(=O)(=O)N2CCCCC2)ccc1Cl,-0.4,3,4,-4,1.6,0.6,12,-9,1,2
CCn1c(-c2ccco2)n[nH]c1=S,-1.4,-11,-1,-6,nt,1.2,-2,5,2,0
CC(C)N(Cc1nc(COc2ccccc2)no1)Cc1nccn1C,-0.5,3,-3,-1,0.2,-1.0,13,-3,5,2
CN(C)CCCNC(=S)N(Cc1cccs1)Cc1cc2cc3c(cc2[nH]c1=O)OCCO3,-1.5,2,8,2,0.6,-1.1,25,-1,10,-4
O=C(NCCn1cccn1)c1ccc(OC2CCN(CCc3ccccc3)CC2)cc1,-0.3,-14,2,-1,1.6,0.0,26,6,9,0
CCOC(=O)c1nc2ccccc2c(=O)n1-c1ccc(C)cc1,-0.5,-9,4,-4,nt,-0.4,-36,1,-7,-5
Cc1ccc2c(c1)c1c(n2C)C(=O)CCC1,5.6,-11,8,-7,nt,1.4,9,-3,-8,1
CC1(C)Cc2c(sc(NC(=O)C(=O)N3CCOCC3)c2C(N)=O)CO1,i,-6,5,1,0.3,0.8,-9,2,-8,-4
c1ccc(C(c2ccccc2)c2nc(-c3cccnc3)no2)cc1,-2.0,-6,-5,0,0.6,1.2,29,-3,37,7
COc1ccc(S(=O)(=O)Nc2cccc3ccc(O)cc23)cc1,-0.7,1,7,-2,4.2,2.4,nt,2,-6,nt
CS(=O)(=O)c1cnc(-c2ccccc2)nc1-c1ccc(Cl)c(Cl)c1,-0.4,-14,-15,0,1.4,1.0,26,-1,1,4
COc1cnc(-c2ccccc2)nc1Oc1ccccc1C,-2.2,-4,-3,-1,nt,-0.4,14,-4,21,2
CC(C)(C)C#CCn1c(/C=[N+](\[O-])C2CCCCC2)nc2ccccc21,i,-8,0,-3,nt,-0.8,33,2,23,-2
CC(C)c1ccccc1NC(=O)CSc1n[nH]c(=O)n1C1CC1,-0.7,-6,1,-2,1.2,0.2,nt,-15,2,nt
Cc1ccc(N(CC(=O)NCc2ccc(Cl)cc2)S(C)(=O)=O)cc1,i,-22,-12,1,1.3,-0.7,7,1,1,-1
Cc1ccc(CNc2nc(C)cs2)cc1,-0.5,10,-37,5,0.0,1.2,32,-2,-12,1
CCOCCCNC(=O)CCn1ccc2cc(S(=O)(=O)N3CCCC3)ccc21,-12,-10,4,-3,-0.3,0.3,-17,3,1,5
COc1ccc(CN(C(=O)c2nsc(Cl)c2Cl)C(C(=O)NC2CCCC2)c2ccc(OC)cc2)cc1 (stereo not given),i,0,-2,0,2.0,0.2,-2,-8,8,5
CC(=O)Nc1cc(-c2cccc(F)c2)cn2c(-c3ccccc3)cnc12,0.4,nt,nt,-2,2.0,nt,nt,nt,42,nt
COC(=O)c1cn(C(=O)c2ccccc2F)nc1N,-0.2,-17,3,1,1.3,-0.2,-10,5,5,-6
CCc1ccccc1NC(=O)CN1CCN(C(=O)C(C)NC(=O)c2ccc(Cl)cc2)CC1 (stereo not given),i,-8,0,-4,4.1,0.0,nt,nt,10,nt
CC(C)(C)c1cc(N)n(-c2ccc(C(=O)O)cc2)n1,-0.2,-8,9,-9,0.8,nt,-20,9,5,3
CCn1c(SCc2ccc(F)cc2)nnc1C1CCN(S(=O)(=O)c2ccc(OC)cc2)CC1,-1.5,-7,3,-6,nt,2.6,-5,-3,20,7
O=C(COC(=O)c1cc([N+](=O)[O-])ccc1N1CCOCC1)Nc1ccc(Cl)cc1,i,10,7,3,7.6,1.0,20,-11,-18,-5

# Other records.
SMILES,BH1578 lux ind,PriA SSB inh,MazF activator,Anthrax LF inh2,TcdB GH inh,PfHsp40 rescue,DUSP3 inh,Rv3671c protease,Yp Topo-I inh,3CLpro inhibitor
CC(C)(C)NC(=O)C(=O)NNC(=O)COc1ccccc1,-0.4,-17,0,-1,1.4,17,17,-7,-3,-2
CC1CCN(Cc2c(C(=O)N/N=C/c3cc(Br)ccc3O)nnn2-c2nonc2N)CC1,-0.1,nt,-45,0,2.1,?,31,9,23,-2
COc1ccc(C2=NOC(C(=O)NCC(C)C)C2)cc1 (stereo not given),-0.6,-24,-2,0,nt,-1.1,25,1,7,7
Cc1nc2ccccn2c1C(=O)NN,i,2,6,0,nt,1.3,0,6,9,4
Cc1cc(S(=O)(=O)NCCCN2CCOCC2)ccc1F,1.1,-23,0,0,nt,-1.8,33,-3,-6,3
COc1cccc(-c2cc(C(=O)Nc3cccc(O)c3)no2)c1,i,0,7,-2,nt,-1.3,6,-23,-3,0
CC(=O)c1cccc(NC(=O)c2ccc3c(Cl)c4c(nc3c2)CCCC4)c1,-0.1,7,6,2,-0.8,1.3,18,-7,20,-4
O=C(CN1C(=O)c2ccccc2C1=O)N1CCN(C(=O)c2ccco2)CC1,-1.0,-2,8,-1,nt,-0.4,-17,9,1,2
O=C(C1CCN(S(=O)(=O)c2cccnc2)CC1)N1CCN(C2CCCC2)CC1,i,1,-4,-2,nt,-0.9,8,1,-5,0
CC(=O)c1sc(Nc2cccc(C)c2)nc1C,-0.4,-11,9,-2,1.0,0.9,26,-10,4,0
CCN(CC)C(=O)c1oc2ccc(S(=O)(=O)N3CCCCCC3)cc2c1C,-5.3,3,0,-3,1.1,4.7,19,1,16,6
COc1cccc(-n2c(SCC(=O)O)nnc2-c2cccnc2)c1,-0.5,10,-2,-1,-0.2,-0.5,21,5,-1,5
O=C(CSc1nnc(Nc2ccccc2F)s1)c1cc2ccccc2o1,-0.4,9,22,2,nt,-0.8,-8,-72,1,-1
Cc1cc(Cl)cc(Cl)c1OCCOc1cccc2cccnc12,i,-32,12,0,nt,0.5,12,-4,17,-3
CCNc1nc(NC(C)CC)nc(Oc2ccc(OCC)nn2)n1 (stereo not given),i,-1,6,1,-8.5,0.3,12,-4,0,6
Nc1ncc2c(n1)CCN(c1ccc([N+](=O)[O-])cc1)C2,0.6,-1,6,-2,0.9,nt,-36,-5,-4,-4
N#Cc1cc([N+](=O)[O-])ccc1NCCN1CCOCC1,-0.4,-5,-2,0,0.0,1.3,21,8,-4,0
Nc1c(C(=O)Nc2ccccc2F)sc2nc(Cc3ccccc3)cc(C(F)(F)F)c12,-12,-4,+,8,0.8,-0.7,15,6,11,0
CCN(CC)C(=O)COC(=O)C1CCN(S(=O)(=O)c2ccc3c(c2)OCCO3)CC1,0.5,4,10,-5,-0.4,?,nt,0,1,nt
COc1ccc(CN2CCN(C(=O)Cc3ccccc3)CC2)cc1OC,i,nt,0,-2,0.6,nt,nt,nt,1,nt
O=c1c2ccccc2cnn1CCOc1ccccc1,-0.7,-12,-9,2,nt,-1.6,-4,-3,-3,6
Cc1ccc(N(C(=O)c2csnn2)C(C(=O)NCc2ccccc2)c2ccccn2)cc1 (stereo not given),i,-5,2,-2,4.4,0.1,-3,-4,11,4
O=C(c1c[nH]c2ccc(S(=O)(=O)N3CCOCC3)cc2c1=O)N1CCCC1,i,-21,4,-1,nt,-0.7,22,-1,-1,4
COc1cc(/C=C/C(=O)OCC(=O)Nc2nnc(-c3ccccc3)o2)cc(OC)c1OC,-0.4,-5,-7,-2,-1.4,-0.1,nt,-1,2,nt
Cc1nc2ccccc2c(=O)n1NC(=O)c1ccccc1F,0.0,9,14,2,0.4,?,13,-5,6,-3

# Reprinted from the entries so far (3 entries):
SMILES,BH1578 lux ind,PriA SSB inh,MazF activator,Anthrax LF inh2,TcdB GH inh,PfHsp40 rescue,DUSP3 inh,Rv3671c protease,Yp Topo-I inh,3CLpro inhibitor
O=C(C1CCN(S(=O)(=O)c2cccnc2)CC1)N1CCN(C2CCCC2)CC1,i,1,-4,-2,nt,-0.9,8,1,-5,0
CC(=O)c1sc(Nc2cccc(C)c2)nc1C,-0.4,-11,9,-2,1.0,0.9,26,-10,4,0
CCN(CC)C(=O)c1oc2ccc(S(=O)(=O)N3CCCCCC3)cc2c1C,-5.3,3,0,-3,1.1,4.7,19,1,16,6

# (list continues)
SMILES,BH1578 lux ind,PriA SSB inh,MazF activator,Anthrax LF inh2,TcdB GH inh,PfHsp40 rescue,DUSP3 inh,Rv3671c protease,Yp Topo-I inh,3CLpro inhibitor
CCOC(=O)C(C)(C)Oc1cccc2c1S(=O)(=O)c1ccccc1-2,-0.2,-12,-3,-10,1.7,?,nt,-4,-2,nt
COc1cccc(C(C2=C(O)CC(C)(C)CC2=O)C2C(=O)CC(C)(C)CC2=O)c1 (stereo not given),-0.2,6,1,-5,0.3,0.6,10,14,-2,0
O=C(CCn1nnc2ccccc21)OCC(=O)c1ccc([N+](=O)[O-])cc1,-0.4,1,8,-1,0.4,-1.7,11,-5,-1,-2
CCOC(=O)c1cnc2c(C)c(Cl)ccc2c1N1CCOCC1,-0.1,-5,-5,0,2.7,0.8,-12,8,-8,-1
O=C(COC(=O)c1ccc(S(=O)(=O)Nc2ccccc2)cc1)NC1CCCC1,-0.3,-6,4,1,0.4,1.9,7,5,13,1
CCCN1Cc2cccc(C(=O)Nc3ccc4c(c3)OCO4)c2C1=O,-0.8,0,-2,1,nt,0.8,-11,-1,-1,2
CCSc1nnc(C)c2ccccc12,i,-10,-6,-2,nt,1.0,19,3,1,9
CCCn1c(C(C)C)n[nH]c1=S,0.4,6,-3,-4,1.5,0.4,-5,2,8,4
COc1ccc(NC(=S)N2CCN(c3ccccn3)CC2)cc1,-0.1,-16&-4,5,-2,1.7,0.7,-2,-2,-4,5
Cc1noc(C)c1CSc1nc2ccccc2n1CCc1ccccc1,-0.2,-7,-12,3,nt,-0.6,26,-8,13,-2
O=C(CN(C(=O)CCC(=O)Nc1ccccn1)c1ccc(F)cc1)NCc1ccc(F)cc1,-0.5,1,-23,-8,1.0,-0.6,13,-6,0,3
CS(=O)(=O)N(CC(=O)Nc1ccc(S(=O)(=O)N2CCOCC2)cc1)c1ccccc1Cl,-0.2,-4,5,6,1.4,-0.9,7,-3,15,-2
N#C/C(=C\c1ccc(-c2ccccc2[N+](=O)[O-])o1)C(=O)Nc1nc(-c2cccs2)cs1,0.1,9,3,1,nt,-0.1,4,-1,1,5
Cc1c(Cl)cccc1NC(=O)CCN1CCCCC1,nt,-8,1,3,nt,1.1,6,2,-3,2
Cc1ccccc1N(Cc1cc(=O)[nH]c2ccccc12)C(=O)C(C)C,-0.5,-13,6,6,-0.6,-1.1,5,-17,-12,-6
O=C(CSc1nc2ccccc2c(=O)[nH]1)NCc1ccc(Cl)cc1,i,-5,-2,-6,nt,-1.0,10,-14,-1,5
COc1ccc(-c2cc(C(=O)N3CCCCCC3)no2)cc1,-0.3,-15,-9,-2,-5.2,-0.1,11,-4,15,3
